pAkt inh: blocks phosphorylation of Akt. Neuro2A IGF-stimulated pAkt S473 HTRF, 20 min; hits give low values. activity change, % for hits at 50 µM. 0.32% of 360,000 active; in the data active = activity change below about -80%; inconclusive = mostly about -51% to -80%; also: % is scaled to controls: 0 for no effect and ±100 for the full control effect
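Single-point screen (50 µM final compound) in Neuro2A cells stimulated 20 min with 6 nM IGF at 37 deg C. After lysis, Ser473-phosphorylated Akt read by HTRF (ex 330 nm, em 615/665 nm) as the 665/615 ratio.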
FUS suppressor: suppressors of FUS proteinopathy in yeast; Potency, µM (titrated, usually from 76.6 µM), inactives show at the highest dose growth rescue (activation), hits mostly activators; 0.24% of 390,000 active; S. cerevisiae FUS-expressing, growth rescue, OD600, 24 h;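 also: potency is read from the fitted curve at half-maximal effect; plate controls were DMSO vehicle for no effect and reference control for full effect; nearly all actives have a fitted effect of over 55% in size; some results filed as inactive show a strong effect at the top dose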
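Compound concentration series was pinned onto galactose-induced FUS-expressing yeast seeded at OD 0.005. Plates sat 24hr at 30C; absorbance at 600 nm gave growth. DMSO served as background control.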
GLP1R ag: GLP-1 receptor (human) agonism. P43220. Potency, µM (top dose mostly 45.6 µM), inactives show at the top dose activation, usual class: activators. 0.007% of 380,000 active. HEK293 GLP-1R CRE-luciferase, luminescence, 4-6 h; cells express a hypersensitive GLP-1R form. AID 624172; also: potency is read from the fitted curve at half-maximal effect; % of control where 0% means no effect
Target sequence (P43220 whole entry, looked up): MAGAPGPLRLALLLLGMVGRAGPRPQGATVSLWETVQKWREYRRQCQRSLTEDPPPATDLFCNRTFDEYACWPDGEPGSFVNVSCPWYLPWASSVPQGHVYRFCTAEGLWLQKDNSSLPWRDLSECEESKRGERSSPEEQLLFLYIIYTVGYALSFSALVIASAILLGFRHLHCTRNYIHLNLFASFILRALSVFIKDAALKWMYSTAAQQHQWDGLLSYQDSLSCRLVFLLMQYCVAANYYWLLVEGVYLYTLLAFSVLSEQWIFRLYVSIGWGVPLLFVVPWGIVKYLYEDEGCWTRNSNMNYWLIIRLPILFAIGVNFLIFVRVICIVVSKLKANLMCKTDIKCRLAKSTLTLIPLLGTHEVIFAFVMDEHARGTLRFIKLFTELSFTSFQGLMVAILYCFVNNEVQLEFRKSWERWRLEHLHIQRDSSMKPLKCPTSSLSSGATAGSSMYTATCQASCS
PTHR1 ag: PTHR1 (human) receptor agonism. Q03431. HEK293 GP2 PTHR1 cells, GloSensor cAMP luminescence, 1 h. Potency, µM (top dose mostly 115 µM), for the others: top-dose activation, actives largely listed as activators. 0.075% of 410,000 active; also: potency is read from the fitted curve at half-maximal effect; nearly all actives have a fitted effect of over 55% in size; some results filed as inactive show a strong effect at the top dose; inactives centre near -15; many of its hits are not listed in these tables
Target sequence (Q03431 whole entry, looked up): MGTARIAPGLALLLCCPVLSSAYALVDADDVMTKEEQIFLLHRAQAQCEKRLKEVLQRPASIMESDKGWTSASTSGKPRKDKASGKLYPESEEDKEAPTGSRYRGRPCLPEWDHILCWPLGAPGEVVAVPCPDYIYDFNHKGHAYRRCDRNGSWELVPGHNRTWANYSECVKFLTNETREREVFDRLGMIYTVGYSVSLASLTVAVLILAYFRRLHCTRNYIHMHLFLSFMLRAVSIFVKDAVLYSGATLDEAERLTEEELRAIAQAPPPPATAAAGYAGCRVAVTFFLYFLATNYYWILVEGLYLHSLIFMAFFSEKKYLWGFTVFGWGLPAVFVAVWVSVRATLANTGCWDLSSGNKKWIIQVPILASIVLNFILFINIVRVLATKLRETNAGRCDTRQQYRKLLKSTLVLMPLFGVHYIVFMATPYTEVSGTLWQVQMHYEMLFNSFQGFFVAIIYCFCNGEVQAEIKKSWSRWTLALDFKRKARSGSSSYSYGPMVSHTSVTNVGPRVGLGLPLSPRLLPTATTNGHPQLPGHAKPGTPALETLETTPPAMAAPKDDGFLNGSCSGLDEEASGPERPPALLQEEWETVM
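HEK-293-derived GP2 cells expressing PTHR1 and a GloSensor cAMP reporter, 3,000/well, plated overnight, given luciferin plus IBMX (each 0.5 mM as added) for 1 h at 37 °C, then compound for 1 h at 37 °C. Luminescence was read after 15 min at room temperature.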
TDP43 rescue: inhibitors of TDP-43 toxicity in yeast | 1.8% of 410,000 active | AID 652104 | TDP-43 expressing yeast growth rescue, BacTiter-Glo, 24 h | Potency, µM (highest dose often 46.1 µM), without a hit: at the top dose growth rescue (activation), usual class: activators; also: potency is read from the fitted curve at half-maximal effect; % of control where 0% means no effect; nearly all actives have a fitted effect of over 50% in size
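In this qHTS, compounds that restore growth of yeast expressing TDP-43 appear as activators. Cells (OD600=0.02, galactose medium, raffinose-pregrown) are incubated with compound 24 hr at 30 deg C and growth is quantified by BacTiter-Glo.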
aSyn rescue: rescues yeast growth from alpha-synuclein toxicity; Potency, µM (series often up to 46.1 µM), for the others: at the top dose growth rescue (activation), hits mostly activators; 0.14% of 370,000 active; Yeast expressing alpha-synuclein, growth rescue, BacTiter-Glo, 24 h; also: potency is read from the fitted curve at half-maximal effect; % of control where 0% means no effect; nearly all actives have a fitted effect of over 65% in size
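Screening used galactose-induced yeast with toxic alpha-synuclein levels, exposed to compound for 24 hr at 30 deg C. Cell growth, read with BacTiter-Glo luminescence, gave the measured signal.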
GLP1R inv ag: GLP-1 receptor (human) inverse agonism. AID 624417. P43220. Potency, µM (highest dose often 38.3 µM), without a hit: top-dose activity change, negative = inhibition, usual class: inhibitors. HEK293 GLP-1R CRE-luciferase, luminescence, 24 h; GLP-1R form is constitutively active. 1.6% of 410,000 active; also: potency is read from the fitted curve at half-maximal effect; % is scaled to controls: 0 for no effect and ±100 for the full control effect; nearly all actives have a fitted effect of over 55% in size
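qHTS in 1536-well format: reporter HEK293 cells expressing constitutive GLP-1R activity in DMEM + 10% Nu serum, 24 hr with compounds at 37 deg C, luminescence read after 12 min with detection reagent.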
DRD3 antagonist: antagonists of human D3 dopamine receptor. D3R cells, DiscoveRx beta-arrestin luminescence, antagonist mode; hits give low values. max response, negative = inhibition, %. 2.5% of 360,000 active. AID 652054; in the data active = max response below about -50%; inconclusive = no clear call, values can overlap the other calls; also: % is scaled to controls: 0 for no effect and ±100 for the full control effect; mostly tested at two doses, the higher about 12 µM
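Cells expressing the human receptor were seeded at 1500 cells/well, incubated overnight at 37 degrees C in 5% CO2, then exposed to library compounds with dopamine controls for 90 minutes at 37 degrees C before luminescent detection.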
Abeta yeast res: A-beta toxicity reversal in yeast; yeast expressing A-beta42, growth rescue, OD600, 48 h; response scale: 0% DMSO, 100% iron-clioquinol control; Potency, µM (series often up to 46.1 µM), inactives show at the top dose growth rescue, hits mostly activators; 0.063% of 410,000 active; AID 1347071; also: potency is read from the fitted curve at half-maximal effect; nearly all actives have a fitted effect of over 55% in size
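Yeast A-beta toxicity model in growth medium with pinned compounds, 48 h at 30 C; growth read as absorbance at 600 nm. Normalized to FeCl3/clioquinol equimolar mix (positive) and DMSO (negative).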
An asterisk follows results filed as active; i = inactive; ? = inconclusive; . = no result given; & = joins results of further samples; [ ] = another dose, or the depositor's remark. Unless noted, calls follow the shape of the dose curve; as a rule, active = well fitted curve in the direction sought with a large enough effect; inconclusive = small, poorly fitted or top-dose-only effect, or another doubt; inactive = no such curve, though single readings can be large; an effect the other way counts as inactive or inconclusive.

# | molecule | pAkt inh | FUS suppressor | GLP1R ag | PTHR1 ag | TDP43 rescue | aSyn rescue | GLP1R inv ag | DRD3 antagonist | Abeta yeast res
1 | O=c1[nH]cc(NCc2ccccc2)c(=O)[nH]1 | i | . | 2% | i | 15% | -4% | 9% | 12 | 1%
2 | Cc1ccc2cc3c(nc2c1)OCC3 | i | -2% | 15% | -17% | -4% | 2% | 26% | 7 | -9%
3 | COc1cc(/C=N/Nc2nc3c(c(=O)n(C)c(=O)n3C)n2Cc2ccccc2)ccc1OC(=O)c1ccco1 | i | . | 18% | -47%[inhibitor] | -4% | -2% | 1% | 57 | -2%
4 | CC(C)c1ccc(-n2nnnc2SCc2nc(N)nc(N)n2)cc1 | i | 5% | -4% | -5% | 4% | -6% | 20% | -3 | -15%
5 | COC(=O)c1ccc(C(=O)OC)c(NC(=O)COC(=O)C2CCC(C(C)(C)C)CC2)c1 (stereo unspecified) | i | 24% | -7% | -10%[57.5 µM] | -8% | 16% | 8% | 4 | -16%
6 | O=C(CSc1nc2ccccc2[nH]1)N=Nc1c(O)[nH]c2ccccc12 | i | . | 6% | i | 7% | -14% | 4% | 0 | -6%
7 | CCCC[C@@H](CN[C@H](C)CNC)NCC1CCC(C(C)(C)C)CC1 (stereo partly specified) | i | -24% | -2% | i | 9% | 0% | 11µM* | -21 | 0%
8 | Cc1cnc(NC(=O)CCNC(=O)c2ccccc2Cl)s1 | i | 8% | -1% | -11% | 15% | 1% | -4% | 11 | -4%
9 | CCc1ccc(N2CC(C(=O)Nc3nnc(CC)s3)CC2=O)cc1 (stereo unspecified) | i | 11% | -2% | -5%[57.5 µM] | -8% | ? | 0% | -25 | -2%
10 | COc1ccnc(-n2cccc2/C=N/O)c1C#N | i | -14% | -6% | -6% | -5% | 0% | 9% | 2 | 11%
11 | CCCC(=O)c1c(NC)cc(C)oc1=O | i | -5% | -7% | i | ? | -3% | 0% | 24 | -9%
12 | COc1cc(C)c(S(=O)(=O)NC2CC(C)(C)NC(C)(C)C2)cc1C | i | 3% | 2% | 3% | 1% | 5% | ? | 5 | 18%
13 | Cc1cccc(C)c1NC(=O)C1c2ccccc2OCC(=O)N1Cc1ccc2c(c1)OCO2 (stereo unspecified) | i | 0% | 1% | 4% | 19% | ? | 6% | -1 | -2%
14 | Cc1cccc(NC(=O)CSc2nc(C)c(Cc3ccccc3)c(=O)[nH]2)c1 | i | 24%&-6% | 3%&0% | -89%[inhibitor] | -17%[9.22 µM] | -1% | ? | -14 | -7%&6%
15 | Cn1c(SCC(=O)Nc2cc(Cl)cc(Cl)c2)nnc1-c1ccc2nonc2c1 | i | 25% | 9% | -27% | -17% | 1% | -13% | -20 | -25%
16 | CCC(c1nnc(SCc2nc3ccccc3s2)n1Cc1ccccc1)N(C)C (stereo unspecified) | i | 16% | 7% | i | 1% | 5% | ? | 25 | 6%
17 | Cc1ccc(OC(=O)CCC(=O)OCCCC(F)(F)C(F)(F)F)cc1 | i | 30% | 1% | -7%[57.5 µM] | -11% | 4% | 0% | 10 | 5%
18 | Fc1ccccc1NC(=S)N1CCN(c2ccccn2)CC1 | i | . | -9% | i | 4% | 1% | 10% | 7 | 0%
19 | CCOC(=O)C1(C)CCCN(C(=O)COc2ccccc2)C1 (stereo unspecified) | i | -18% | 2% | -4% | 0% | -2% | 12% | 14 | -5%
20 | N#Cc1cc2cc3c(cc2nc1N1CCCCC1)OCCO3 | i | 19% | 14% | -12% | -10% | -7% | 8% | ? | -11%
21 | Cc1ccc(C)c(OCC(=O)N/N=C/c2ccc(N3CCOCC3)cc2)c1 | i | -2% | 40% | -37%[inhibitor] | 14% | 1% | -19% | 0 | 9%
22 | O=C(CCSc1ccc(Cl)cc1)NCc1ccncc1 | i | -3% | -4% | -2% | -2% | 4% | 2% | 2 | -12%
23 | Cc1cc(C)n2c(SCC(=O)NC3CCCCC3)nnc2n1 | i | -2% | -1% | i | -11% | -3% | 9% | -6 | -1%
24 | C[C@@H]1CN([C@H](C)CO)C(=O)Cc2cc(NS(=O)(=O)c3ccc(F)cc3)ccc2O[C@H]1CN(C)Cc1ccc(C(=O)O)cc1 | i | -8% | 2% | -24% | 7% | 4% | 8% | -5 | 5%
25 | C=CCSc1nnc2nc3c(nn12)c1cc(C)ccc1n3CC=C | i | 13% | 9% | -23% | 3% | -3% | 40%[activator] | -8 | -28%

Ordered by number of heavy atoms (lowest first): part of the list above
# | molecule | pAkt inh | FUS suppressor | GLP1R ag | PTHR1 ag | TDP43 rescue | aSyn rescue | GLP1R inv ag | DRD3 antagonist | Abeta yeast res
2 | Cc1ccc2cc3c(nc2c1)OCC3 | i | -2% | 15% | -17% | -4% | 2% | 26% | 7 | -9%
11 | CCCC(=O)c1c(NC)cc(C)oc1=O | i | -5% | -7% | i | ? | -3% | 0% | 24 | -9%
1 | O=c1[nH]cc(NCc2ccccc2)c(=O)[nH]1 | i | . | 2% | i | 15% | -4% | 9% | 12 | 1%
23 | Cc1cc(C)n2c(SCC(=O)NC3CCCCC3)nnc2n1 | i | -2% | -1% | i | -11% | -3% | 9% | -6 | -1%
9 | CCc1ccc(N2CC(C(=O)Nc3nnc(CC)s3)CC2=O)cc1 (stereo unspecified) | i | 11% | -2% | -5%[57.5 µM] | -8% | ? | 0% | -25 | -2%
14 | Cc1cccc(NC(=O)CSc2nc(C)c(Cc3ccccc3)c(=O)[nH]2)c1 | i | 24%&-6% | 3%&0% | -89%[inhibitor] | -17%[9.22 µM] | -1% | ? | -14 | -7%&6%
15 | Cn1c(SCC(=O)Nc2cc(Cl)cc(Cl)c2)nnc1-c1ccc2nonc2c1 | i | 25% | 9% | -27% | -17% | 1% | -13% | -20 | -25%
5 | COC(=O)c1ccc(C(=O)OC)c(NC(=O)COC(=O)C2CCC(C(C)(C)C)CC2)c1 (stereo unspecified) | i | 24% | -7% | -10%[57.5 µM] | -8% | 16% | 8% | 4 | -16%
13 | Cc1cccc(C)c1NC(=O)C1c2ccccc2OCC(=O)N1Cc1ccc2c(c1)OCO2 (stereo unspecified) | i | 0% | 1% | 4% | 19% | ? | 6% | -1 | -2%

Further records.
# | molecule | pAkt inh | FUS suppressor | GLP1R ag | PTHR1 ag | TDP43 rescue | aSyn rescue | GLP1R inv ag | DRD3 antagonist | Abeta yeast res
26 | Cc1oc(C(C)(C)C)cc1C(N)=O | i | 7% | 0% | 4% | -10% | -10% | 6% | -4 | 0%
27 | Cc1ccc(-c2ccc(SCC(=O)Nc3cc(C)on3)nn2)cc1 | i | 4% | 7% | 24% | -21% | 1% | 0% | 0 | 8%
28 | C=C(C)C1CC=C(C)/C(=N\NC(=S)Nc2ccc(C)cc2)C1 (stereo unspecified) | i | . | 0% | -10% | ? | 4% | ? | -17 | ?
29 | CCCn1c(SC2C(=O)CC(C)(C)CC2=O)nc2c1c(=O)n(C)c(=O)n2C | i | -2% | -3% | ? | 0% | 2% | 0% | -9 | -16%
30 | CCOC(=O)c1c(C)[nH]c(C(=O)COC(=O)CCS(=O)(=O)c2ccc(C)cc2)c1C | i | -2% | 15% | i | -7% | 0% | 1% | -8 | 1%
31 | CCC1CCCCN1CCCNC(=O)c1ccc2c(c1)N(Cc1c(F)cccc1Cl)C(=O)CS2 (stereo unspecified) | i | -1% | 4% | -5% | 12% | 1% | 13% | ? | -8%
32 | O=c1[nH]nc(Cc2ccccn2)c2ccccc12 | i | -4% | 0% | i | -14% | -1% | ? | 1 | 2%
33 | CC(C)C(NS(=O)(=O)c1cccc(C(F)(F)F)c1)C(=O)N1CCc2ccccc2C1 (stereo unspecified) | i | 26% | 22% | -6% | -4% | 0% | ? | 3 | -5%
34 | CCC(C)NC(=O)CN(C)S(=O)(=O)c1ccc2c(c1)c(=O)n(C)c(=O)n2C (stereo unspecified) | i | -26% | -4% | -6% | 4% | -3% | 2% | 29 | -20%
35 | Cc1ccc(C)c(OCC(=O)Nc2cc(NC(=O)COc3cc(C)ccc3C)cc(C(=O)O)c2)c1 | i | 42% | 6% | -22% | 1% | -1% | ? | ? | 0%
36 | C/C(O)=C(\N=Nc1cc(C)ccc1O)C(N)=O | i | 17% | 14% | i | -28% | -3% | -16% | -23 | -8%
37 | Cc1cc(S(=O)(=O)N2CCOCC2)c(C)s1 | . | -26% | -1% | i | 9% | 0% | -4% | 12 | -14%
38 | Cc1ccc(N(Cc2cc(=O)[nH]c3ccccc23)C(=O)CCl)cc1 | i | -24% | -11% | -27% | 21% | 1% | ? | 15 | 9%
39 | O=S(=O)(NCCOc1ccccc1Cl)c1ccc2oc3ccccc3c2c1 | i | 10% | 21% | i | 19% | ? | ? | 57 | 43%
40 | COc1cc([N+](=O)[O-])ccc1NC(=O)/C=C/C(=O)O | i | -1% | 0% | i | 3% | 2% | 4% | -6 | -2%
41 | CC(Oc1ccccc1)C(=O)Nc1nnc2n1CCS2 (stereo unspecified) | . | 12% | . | 32µM* | 15% | . | 24% | . | 5%
42 | CC(Sc1nnnn1C)C(=O)Nc1nc(-c2ccc(F)c(F)c2)cs1 (stereo unspecified) | i | 9% | 18% | -2% | ? | 10% | ? | 4 | -1%
43 | Cn1c(N)c(C(=O)c2cc(-c3ccccn3)nc3ccccc23)c(=O)[nH]c1=O | i | 6% | 2% | i | -1% | -7% | 27% | -9 | -10%
44 | CCc1nc2c(OCc3ccc(C(F)(F)F)cc3)cccn2c1N(C=O)Cc1ccc(OC)cc1 | i | 30% | -1% | -26% | 13% | 6% | ? | -2 | -3%
45 | CCC(C(=O)O)P(=O)(c1ccc(Cl)cc1)c1ccc(Cl)cc1 (stereo unspecified) | i | 7% | -3% | -40% | 1% | -10% | 10% | 16 | 0%

Some of the compounds tested, so the mix of outcomes need not match the whole.
